TROY signal inh: inhibitors of TROY-driven NF-kB signaling, primary screen, Q293 LMP1-TROYcd cells, NF-kB luciferase, uHTS | Q293 LMP1-TROYcd NF-kB luciferase reporter, 4 h | inhibition, % at 10 µM | 0.98% of 360,000 active | AID 1347056, 2019;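 active means compounds whose plate-normalised and pattern-corrected inhibition of the luciferase reporter signal at the single screening dose is 50% or more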
SRC1 inh: SRC1 coactivator transcriptional activity inhibitors, primary screen, cell-based, luminescence; HEK293 GAL4-SRC1 luciferase reporter; inhibition, % at 3.6 µM; 0.12% of 360,000 active;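 active means inhibition above the campaign mean plus 3 SD, with each screening campaign given its own cutoff, cut at about 60% in these data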;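 further: 0% = DMSO treated cells and 100% = gossypol at 36 µM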
NR5A2 inv ag: LRH-1 (NR5A2) inverse agonists, primary screen, cell-based, luminescence, HEK293T, StAR-luciferase reporter; 0.13% of 360,000 active; Nuclear receptor subfamily 5 group A member 2 (Homo sapiens), O00482; LRH-1 transfected, 24 h; inhibition, % at 3.6 µM;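 active means inhibition above the mean inhibition of all tested compounds plus 3 SD, cut at about 73% in these data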;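 further: 0% = DMSO wells and 100% = reporter-only cells lacking LRH-1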
LMP1 NFkB inh: EBV LMP1-driven NF-kappaB luciferase reporter inhibitors, primary screen, cell-based, luminescence, single point; LMP1-induced NF-kappaB luciferase reporter cells; inhibition, % at 12.5 µM; 0.69% of 350,000 active; in the data active means inhibition above about 41%;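 further: 0% = neutral control wells and 100% = reference inhibitor control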
NR2F2 inh: NR2F2 transcriptional activity inhibitors, primary screen, cell-based, luciferase reporter, HEK293T, luminescence; COUP transcription factor 2 (Homo sapiens), P24468; HEK293T NGFI-A luciferase reporter; inhibition, % at 8.6 µM; 0.7% of 370,000 active;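 active means inhibition above a per-plate cutoff, mean inhibition of test wells between control levels plus 3 SD, cut at about 38% in these data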;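 further: cells cotransfected with COUP-TFII expression vector driving the NGFI-A reporter; 0% = median of COUP-TF2 test wells and 100% = reporter-only cells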
CF NFkB block: inhibitors of PAF-induced NF-kB signaling, primary screen, cell-based, GFP fluorescence, uHTS; KKLEB NF-kB-GFP reporter, GFP fluorescence overnight; inhibition, % at 5 µM; 0.86% of 360,000 active; AID 588850, 2011;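 active means at least 50% inhibition at 5 µM, scaled per plate between neutral and stimulator controls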;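 further: PAF is a Pseudomonas aeruginosa culture filtrate used as stimulus; plate controls were PAF-stimulated DMSO wells for no effect and unstimulated DMSO wells for full effect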
TWEAK-Fn14 inh: inhibitors of TWEAK-Fn14 signaling, primary screen, luciferase reporter cells, uHTS | TWEAK-stimulated Fn14 reporter cells, luciferase luminescence, 8 h | inhibition, % at 10 µM | 2% of 360,000 active; in the data active means inhibition above about 50%
KKLEB tox: cytotoxicity in KKLEB CF airway cells, primary screen, cytotoxicity control for CF NF-kB inhibitor project, cell-based, uHTS, fluorescence assay plates. KKLEB CF airway cells viability, ATPlite luminescence, overnight; hits give low values; cells stimulated with P. aeruginosa culture filtrate. activity change (cytotoxicity), % at 5 µM. 0.36% of 360,000 active. AID 602141, 2011;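 active means corrected activity change at or below -50% at 5 µM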
Shn3 3UTR inh: reduction of Shn3 3'UTR firefly luciferase signal, primary screen, Schnurri-3 inhibitor project, cell-based, Clone20 osteoblasts, set 2 | Clone20 osteoblast Shn3 3'UTR firefly luciferase, 24 h | inhibition, % at 12.5 µM | 0.52% of 360,000 active | AID 588674, 2011;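 active means mean inhibition of at least 75% with every replicate also reaching 75%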;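 further: 0% = median of neutral control wells and 100% = pilot-screen positive control compound; some compounds past the cut are filed as inactive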
TRAIL sens C8: viability loss with TRAIL in NB7+C8 cells, primary screen, TRAIL sensitizer project, cell-based, ATPlite luminescence; inhibition (viability loss, TRAIL sensitization), % at 10 µM; 1% of 360,000 active; AID 624354, 2012;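 active means compounds causing at least 50% loss of cell viability in the single-dose screen, relative to plate controls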
NCOA3 inh: SRC3 coactivator transcriptional activity inhibitors, primary screen, cell-based, luminescence | Nuclear receptor coactivator 3 (Homo sapiens), Q9Y6Q9 | HEK293 GAL4-SRC3 luciferase reporter | inhibition, % at 3.6 µM | 0.17% of 360,000 active;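 active means inhibition above a per-campaign cutoff, the mean of all compounds plus 3 SD, cut at about 60% in these data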;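 further: 0% = DMSO-treated cells and 100% = gossypol-treated cells at 36 µM; higher means less SRC3-driven luciferase light from the GAL4 reporter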
Starred values were filed as active, the others as inactive; nt = no result given. These rows are one share of the data (hit frequency here may not be typical).

Under each structure: TROY signal inh | SRC1 inh | NR5A2 inv ag | LMP1 NFkB inh | NR2F2 inh | CF NFkB block | TWEAK-Fn14 inh | KKLEB tox | Shn3 3UTR inh | TRAIL sens C8 | NCOA3 inh
Cc1oc(-c2cccc(Cl)c2)nc1CN1CCC(C(=O)NCCCN2CCCC2=O)CC1
→ 8 | -19 | 9 | 0 | -10 | -28 | -3 | -1 | 0 | 4 | -11
COc1ccc(CCNC(=S)NNC(=O)c2c(Br)c(C)nn2C)cc1OC
→ -19 | -24 | -16 | 2 | -12 | -2 | -14 | 14 | 3 | 6 | 13
CCCCNC(=O)C1CC(=O)N(CCc2ccccc2)C1 (stereo unspecified)
→ 11 | -1 | 15 | -8 | 7 | -22 | -2 | -11 | -48 | -23 | 17
CCCCNC(=O)Nc1cc(C(F)(F)F)c[nH]c1=O
→ -16 | -7 | -6 | 2 | -10 | 7 | -3 | -4 | 3 | 20 | 10
CCN1CCN(CCCNC(=O)CCCn2nc(C)c3sc4ccccc4c3c2=O)CC1
→ -6 | -7 | 3 | -6 | 12 | -21 | 9 | 3 | 3 | -33 | 2
O=C(CCN1CCCCC1)Nc1cccc(Cl)c1
→ -6 | -25 | 7 | -4 | 12 | -10 | -5 | 1 | -8 | 5 | 13
O=S(=O)(O)c1ccc(O)c2cc(Nc3ccccc3)ccc12
→ -3 | -2 | -27 | 15 | 2 | -3 | 79* | 11 | -13 | -5 | -5
CC(=O)c1cccc(-n2nnnc2SCC(=O)Nc2cccc(NC(=O)c3ccco3)c2)c1
→ 7 | 5 | 7 | 0 | 7 | -16 | 20 | 24 | -5 | -25 | 6
CCOc1ccc(S(=O)(=O)n2nc(C)c(S(=O)(=O)N3CCOCC3)c2C)cc1
→ -3 | 0 | 4 | -5 | -18 | -20 | 16 | 16 | -16 | -3 | 11
CCCSC(=O)N(CC)CC(=O)Nc1c(CC)cccc1CC
→ -4 | 13 | 4 | 4 | nt | 4 | -30 | 6 | -9 | 0 | 8
N#Cc1ccc(Cl)cc1NC(=O)CN1C(=O)C(=O)N(CCC2=CCCCC2)C1=O
→ 3 | -11 | 2 | 0 | 13 | -15 | -22 | -1 | -5 | -11 | 0
COc1cc(Cl)c(S(=O)(=O)N2CC(C)OC(C)C2)cc1Cl (stereo unspecified)
→ -39 | -3 | -26 | -11 | 6 | 5 | -27 | 2 | -16 | 9 | -3
CNS(=O)(=O)c1cc(Nc2ncnc3sccc23)ccc1C
→ 17 | 0 | 9 | 5 | 9 | 17 | -6 | -1 | 16 | -1 | 5
COc1ccccc1NC(=O)c1oc2ccc(C)cc2c1C
→ -32 | -86 | -27 | -45 | -7 | 1 | -14 | -2 | -85 | 1 | -46
O=S1(=O)CC(N2CCN(CCO)CC2)CN1Cc1cn(Cc2ccc(F)cc2)nn1 (stereo unspecified)
→ 6 | nt | -15 | nt | 9 | nt | 2 | nt | nt | -5 | nt
Cc1sc2ncnc(SCC(=O)N3CCCC3)c2c1C
→ -5 | 0 | 0 | 3 | -5 | 1 | -9 | -8 | 14 | 18 | -3
Cc1cc(C(=O)Nc2ccc(F)cc2C)n(-c2ccccc2)n1
→ -8 | 4 | 4 | -5 | 26 | -4 | -14 | 7 | 18 | -8 | 18
CCCn1nc(NC(=O)c2ccncc2)c2cc3ccccc3nc21
→ 14 | 5 | 21 | 2 | -19 | -5 | 24 | 4 | 13 | -12 | 3
CC(=O)N1c2ccc(S(=O)(=O)NCCC(=O)Nc3ccc(Cl)cc3)cc2CC1C (stereo unspecified)
→ 5 | -6 | 9 | 2 | 12 | -2 | 18 | 16 | 3 | -1 | -8
CCc1ccc2[nH]c(=O)c(CN(CCCN3CCOCC3)C(=O)Nc3cccc(Cl)c3)cc2c1
→ 14 | 9 | 13 | 1 | 3 | 3 | 11 | -12 | 0 | 3 | 12

Fetched by structure from above:
Under each structure: TROY signal inh | SRC1 inh | NR5A2 inv ag | LMP1 NFkB inh | NR2F2 inh | CF NFkB block | TWEAK-Fn14 inh | KKLEB tox | Shn3 3UTR inh | TRAIL sens C8 | NCOA3 inh
COc1cc(Cl)c(S(=O)(=O)N2CC(C)OC(C)C2)cc1Cl (stereo unspecified)
→ -39 | -3 | -26 | -11 | 6 | 5 | -27 | 2 | -16 | 9 | -3
CCOc1ccc(S(=O)(=O)n2nc(C)c(S(=O)(=O)N3CCOCC3)c2C)cc1
→ -3 | 0 | 4 | -5 | -18 | -20 | 16 | 16 | -16 | -3 | 11

Some entries already given, limited to NR5A2 inv ag, TROY signal inh and TWEAK-Fn14 inh:
Molecule | NR5A2 inv ag | TROY signal inh | TWEAK-Fn14 inh
Cc1oc(-c2cccc(Cl)c2)nc1CN1CCC(C(=O)NCCCN2CCCC2=O)CC1 | 9 | 8 | -3
COc1ccc(CCNC(=S)NNC(=O)c2c(Br)c(C)nn2C)cc1OC | -16 | -19 | -14

Single values from the list:
Result for COc1cc(Cl)c(S(=O)(=O)N2CC(C)OC(C)C2)cc1Cl (stereo unspecified) under SRC1 inh: -3
Result for N#Cc1ccc(Cl)cc1NC(=O)CN1C(=O)C(=O)N(CCC2=CCCCC2)C1=O under Shn3 3UTR inh: -5

Following part
Under each structure: TROY signal inh | SRC1 inh | NR5A2 inv ag | LMP1 NFkB inh | NR2F2 inh | CF NFkB block | TWEAK-Fn14 inh | KKLEB tox | Shn3 3UTR inh | TRAIL sens C8 | NCOA3 inh
CC(=O)N1CCN(S(=O)(=O)c2cccc(C(=O)OCC(=O)NC(=O)c3cccn3C)c2)CC1
→ 0 | -5 | 8 | -17 | -6 | 9 | -2 | -8 | 0 | 1 | 2
C[C@H]1CN(C2CCCCC2)C(=O)[C@@H]1CC(=O)Nc1ccc(Br)cc1
→ 16 | -16 | 17 | 6 | 5 | -31 | -7 | -6 | -14 | 1 | -9
CCN(CC)CCNc1nc(-c2ccccc2)c2c(c1C#N)CC(C)(C)OC2
→ nt | 5 | 12 | -11 | -2 | -5 | 1 | 1 | -4 | -7 | 2
Clc1ccccc1-c1nn2c(Cn3cnc4ccccc43)nnc2s1
→ -7 | -38 | -5 | 3 | -13 | -9 | -22 | -3 | -12 | -6 | -8
Cc1cc(NC(CC(C)C)C(=O)O)nc(Cc2ccccc2)n1 (stereo unspecified)
→ -11 | -8 | -10 | -2 | 7 | 0 | -2 | -4 | -1 | -2 | 0
O=C(Cn1cnc2sc(-c3ccccc3)cc2c1=O)N1CCOCC1
→ -34 | -27 | -5 | -12 | -9 | -7 | -20 | -5 | -22 | 2 | -6
CCCCNC(=O)C1c2ccccc2OCC(=O)N1C1CC1 (stereo unspecified)
→ -1 | nt | 5 | nt | 10 | nt | 2 | nt | nt | 10 | nt
O=S(=O)(Nc1nc2ccccc2[nH]1)c1ccc(Cl)cc1
→ 2 | 0 | -9 | 1 | -8 | 24 | 3 | -11 | -8 | 6 | 3
OC(c1ccccc1)(c1nc(-c2cccc(C(F)(F)F)c2)cs1)C(F)(F)F (stereo unspecified)
→ 7 | 6 | 3 | nt | 11 | 18 | 16 | -11 | -5 | 5 | 14
O=C1[C@H](Cc2ccccc2)NCCCC[C@@H](c2ccc(Cl)cc2)N1Cc1ccccc1
→ 8 | -3 | 6 | -2 | 4 | 24 | 6 | -16 | 21 | 18 | -3
O=C(NC1CCCc2ccccc21)C1CCCC1 (stereo unspecified)
→ 2 | 10 | 3 | 1 | 3 | 2 | 11 | -12 | -15 | -9 | -1
CC1CCCCC1NC(=O)CO/N=C/c1ccc(OC(F)F)cc1 (stereo unspecified)
→ -4 | 11 | 7 | 1 | 13 | 13 | -22 | 4 | 22 | -7 | 7
C/C(=N\NC(=O)c1ccc(O)cc1)c1ccc2c(c1)Nc1ccccc1S2
→ 14 | -54 | -109 | -36 | -36 | -18 | -40 | 10 | 6 | 2 | -16
CCc1nnc(NC(=O)Cc2c[nH]c3ccccc23)s1
→ 1 | 2 | 7 | -6 | 6 | -15 | -4 | -2 | -11 | 2 | 13
CCOC(=O)[C@@H]1[C@H]2COc3ccc(Br)cc3[C@@H]2N2C(=O)N(c3ccc(F)cc3)C(=O)[C@@]12C
→ -3 | 1 | -2 | 2 | 0 | -33 | -2 | 12 | 17 | -16 | 12
CNc1c(NS(=O)(=O)c2ccc(Br)cc2)c(=O)oc2ccccc12
→ -11 | 7 | 8 | 5 | 0 | 14 | 2 | -10 | 1 | -2 | -4
N#Cc1ccccc1CSc1nc2ccsc2c(=O)n1Cc1ccccn1
→ -24 | -18 | -84 | -20 | 0 | 12 | -7 | -5 | 5 | -15 | -4
COc1ccc(Nc2nc(N)nc(CSc3nccc(C)n3)n2)cc1
→ -34 | -13 | -21 | 0 | nt | 4 | -8 | -3 | 5 | 0 | -35
O=S(=O)(c1ccc(S(=O)(=O)N(Cc2ccco2)Cc2ccccc2Cl)cc1)N1CCCC1
→ 24 | 10 | 0 | 5 | -9 | 25 | 0 | 3 | 31 | 12 | -6
COc1ccc2nc3cc(Cl)ccc3c(Nc3ccc(O)c(CN4CCN(C)CC4)c3)c2c1
→ -85 | -15 | -31 | 4 | -33 | -60 | -112 | -5 | -6 | 74* | -5
COc1ccc(C(=O)Oc2ccc(C)cc2)cc1S(=O)(=O)N1CCOCC1
→ 1 | 2 | 8 | 0 | 4 | 7 | 0 | -3 | -7 | -5 | -4

Molecules above that contain a cyano group (three):
Under each structure: TROY signal inh | SRC1 inh | NR5A2 inv ag | LMP1 NFkB inh | NR2F2 inh | CF NFkB block | TWEAK-Fn14 inh | KKLEB tox | Shn3 3UTR inh | TRAIL sens C8 | NCOA3 inh
N#Cc1ccc(Cl)cc1NC(=O)CN1C(=O)C(=O)N(CCC2=CCCCC2)C1=O
→ 3 | -11 | 2 | 0 | 13 | -15 | -22 | -1 | -5 | -11 | 0
CCN(CC)CCNc1nc(-c2ccccc2)c2c(c1C#N)CC(C)(C)OC2
→ nt | 5 | 12 | -11 | -2 | -5 | 1 | 1 | -4 | -7 | 2
N#Cc1ccccc1CSc1nc2ccsc2c(=O)n1Cc1ccccn1
→ -24 | -18 | -84 | -20 | 0 | 12 | -7 | -5 | 5 | -15 | -4

Compound activity (PubChem)
